# Bim-Bfl-1 = inhibitors of Bim binding to Bfl-1, primary screen, biochemical, multiplexed, bead-based flow cytometry | inhibition, % at 10 µM | Bim-Bfl-1 binding inhibition | Bcl-2-related protein A1 (Homo sapiens), Q16548 | 190,000 compounds, 0.12% hits;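 further: 0% = wells without compound plus tracer and 100% = blocker peptide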
# Bcl-2 Bim block = inhibitors of Bim-Bcl-2 binding, primary screen, biochemical, multiplexed, human Bcl-2 family; Bead-based flow cytometry, Bim peptide-Bcl-2 binding; inhibition, % at 10 µM; 190,000 compounds, 0.06% hits; AID 950, 2007; in the data active means inhibition above about 40%; inconclusive means no clear call, values can overlap the other calls;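 further: 0% = no compound wells with probe peptide and 100% = reference peptide inhibitor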
# Target sequence (P10415 whole entry, looked up): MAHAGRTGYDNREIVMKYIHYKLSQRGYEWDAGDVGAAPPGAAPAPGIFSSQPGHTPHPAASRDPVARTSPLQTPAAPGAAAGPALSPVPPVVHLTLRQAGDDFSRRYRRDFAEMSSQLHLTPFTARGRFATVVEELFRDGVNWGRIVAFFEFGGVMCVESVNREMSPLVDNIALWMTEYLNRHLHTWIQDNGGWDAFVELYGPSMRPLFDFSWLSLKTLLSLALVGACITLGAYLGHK
# Bcl-XL Bim block = inhibitors of Bim-Bcl-XL binding, primary screen, biochemical, multiplexed, bead flow cytometry, human Bcl-XL; Bim peptide-Bcl-XL binding, fluorescence; inhibition, % at 10 µM; 190,000 compounds, 0.04% hits
# Target sequence (Q07817 whole entry, looked up): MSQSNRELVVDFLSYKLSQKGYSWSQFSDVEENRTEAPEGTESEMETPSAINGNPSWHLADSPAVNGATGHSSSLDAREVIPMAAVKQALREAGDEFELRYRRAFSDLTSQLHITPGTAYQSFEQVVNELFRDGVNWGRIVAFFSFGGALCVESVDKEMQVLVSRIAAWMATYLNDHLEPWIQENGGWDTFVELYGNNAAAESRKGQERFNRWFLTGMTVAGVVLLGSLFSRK
# RGS4-Gao reg = modulators of RGS4 binding to Galphao, primary screen, biochemical, multiplexed bead flow cytometry; Guanine nucleotide-binding protein G(o) subunit alpha (Homo sapiens), P09471; actives lie on both sides; binding response (% of control), % at 10 µM; 220,000 compounds, 0.33% hits; AID 1415, 2008; in the data active means binding response below about 49% or above about 150%; inactive means in between;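 further: fluorescent Galphao activated with aluminum fluoride binding bead-coupled RGS4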
# Target sequence (P09471 whole entry, looked up): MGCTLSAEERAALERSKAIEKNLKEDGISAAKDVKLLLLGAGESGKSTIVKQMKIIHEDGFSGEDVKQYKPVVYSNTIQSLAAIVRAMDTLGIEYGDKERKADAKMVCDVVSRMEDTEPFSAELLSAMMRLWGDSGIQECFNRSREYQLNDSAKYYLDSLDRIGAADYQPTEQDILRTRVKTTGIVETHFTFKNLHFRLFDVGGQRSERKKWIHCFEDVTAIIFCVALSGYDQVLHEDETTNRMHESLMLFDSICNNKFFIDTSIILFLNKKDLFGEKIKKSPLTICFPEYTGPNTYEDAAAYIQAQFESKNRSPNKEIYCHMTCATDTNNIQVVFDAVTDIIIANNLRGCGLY
# Bim-Bcl-B = inhibitors of Bim-Bcl-B binding, primary screen, biochemical, multiplexed, human Bcl-2 family. bead-based flow cytometry, Bim peptide-Bcl-B binding. inhibition, % at 10 µM. 190,000 compounds, 0.073% hits. Bcl-2-like protein 10 (Homo sapiens), Q9HD36;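 further: 0% = tracer peptide without compound and 100% = reference inhibitor peptide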
# RGS8-Gao = RGS8-Galphao binding modulators, primary screen, biochemical, multiplexed bead flow cytometry; response (percent of control binding), % at 10 µM; 220,000 compounds, 0.34% hits; actives lie on both sides; in the data active means response below about 60% or above about 140%; inactive means in between;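 further: Galphao activated as the GDP aluminium fluoride complex binding bead-coupled RGS8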
# ABCG2 block = ABCG2 efflux pump inhibitors, primary screen, multiplex with ABCB1, IgMXP3 cells, flow cytometry; JC-1 efflux; AID 1325, 2008; inhibition, % at 6.6 µM; 190,000 compounds, 0.1% hits;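 active means inhibition above 80%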;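 further: 0% = DMSO and 100% = nicardipine control wells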
#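 Times: 10 min at 25 °C | Test system: Two drug-resistant human cell lines, ABCG2 and ABCB1 | Quantity: 3 million cells/mL final, two lines in 1:1 ratio | Signal: Flow cytometry, 530 nm JC-1 signal | Dosing: Compound at 6.6 µM | Controls: Nicardipine and DMSO wells | Reagent: JC-1 as fluorescent efflux pump substrate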
# RGS7-Gao reg = RGS7-Galphao binding modulators, primary screen, biochemical, multiplexed bead flow cytometry; Guanine nucleotide-binding protein G(o) subunit alpha (Homo sapiens), P09471; actives lie on both sides; binding response (% of control), % at 10 µM; 220,000 compounds, 0.35% hits; AID 1439, 2008; in the data active means binding response below about 49% or above about 150%; inconclusive means no clear call, values can overlap the other calls; inactive means in between;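 further: fluorescent Galphao held in activated GDP-AlF4 state binding bead-coupled RGS7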
# ABCB1 inh = ABCB1 efflux pump inhibitors, primary screen, cell-based, multiplex, flow cytometry, ABCG2 counter-screen; ATP-dependent translocase ABCB1 (Homo sapiens), P08183; CCRF-Adr cells, JC-1 efflux; inhibition, % at 6.6 µM; 190,000 compounds, 0.067% hits; in the data active means inhibition above about 40%;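 further: 0% = vehicle and 100% = reference inhibitor; higher value means more JC-1 retained so stronger ABCB1 efflux block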
# Bim-Bcl-W = inhibitors of Bim binding to Bcl-W, primary screen, biochemical, multiplexed, bead-based flow cytometry; AID 952, 2007; Bim peptide-Bcl-W binding; 190,000 compounds, 0.02% hits; inhibition, % at 10 µM;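 further: 0% = bound tracer without compound and 100% = peptide blocker; higher means less fluorescent Bim peptide bound to Bcl-W beads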
# Target sequence (Q92843 whole entry, looked up): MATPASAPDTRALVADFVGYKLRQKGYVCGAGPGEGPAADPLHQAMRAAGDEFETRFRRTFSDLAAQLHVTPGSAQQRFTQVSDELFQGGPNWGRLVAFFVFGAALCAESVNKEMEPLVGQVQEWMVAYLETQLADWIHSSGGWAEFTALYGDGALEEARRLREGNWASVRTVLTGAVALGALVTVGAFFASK
# GSH fluor = compound fluorescence on glutathione beads, profiling panel, artefact control, biophysical, 488/530 nm, flow cytometry | fluorescence (KMESF) at 10 µM | 190,000 compounds, 0.25% hits | GSH beads flow cytometry, compound fluorescence 488/530 nm; active compounds read high; in the data active means fluorescence above about 89;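 further: glutathione beads carrying GST-tagged Bcl family fusion proteins plus one bare bead set; values are compound well signal with DMSO vehicle wells as background; inactives centre near 16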
# An asterisk follows results filed as active; ? = inconclusive; . = no result given. Unless noted, no stated cut-off is given here; in the data, active means inhibition above about 40%.
# Every second line gives: Bim-Bfl-1	Bcl-2 Bim block	Bcl-XL Bim block	RGS4-Gao reg	Bim-Bcl-B	RGS8-Gao	ABCG2 block	RGS7-Gao reg	ABCB1 inh	Bim-Bcl-W	GSH fluor
- Cc1cc(/C=N/NC(=O)c2nn(C)cc2Cl)c(C)n1-c1cccc(Br)c1
 : 0	-3	-2	93	-6	96	1	97	-0.2	-1	19
- CC(C)(C)C(=O)NNc1nc(-c2ccccc2)c2cc(Br)ccc2n1
 : -11	-6	-4	100	-8	100	3	97	1.1	-3	19
- CCOCc1nc(N)[nH]c(=O)c1Cc1ccc(OC(C)C)cc1
 : 0	-1	-2	101	-4	103	18	95	2.0	-3	65
- COC(=O)Nc1ccc(S(=O)(=O)Nc2ccc(C(=O)O)cc2)cc1
 : 7	0	1	97	1	99	0	95	0.4	-4	23
- Cc1ccc(C(=O)CSC2=C(C#N)C(c3ccco3)CC(=O)N2)c(C)c1 (stereo not drawn)
 : 0	-2	-2	97	0	101	2	94	0.2	1	13
- CC(C)(C)c1cc(N)on1
 : -2	-2	-10	94	-8	88	4	94	0.7	-4	13
- COc1ccc(C(=O)NC2=C(C#N)CCC2)cc1OC
 : -9	-7	3	106	-9	102	-3	106	-3.5	-4	32
- Cc1c(C(=O)N2CCN(S(C)(=O)=O)CC2)oc2ccccc12
 : -10	-6	2	98	-8	97	2	99	0.5	-1	39
- COC(=O)C1=C(C)N(C)C(C)=C(C(=O)OC)C1c1ccc(Cl)cc1
 : -6	-5	-8	104	-15	99	4	106	0.9	3	37
- Cc1cc(NC(=O)CSc2n[nH]c(CC(C)C)n2)no1
 : -15	-10	0	102	-10	103	4	104	0.0	-1	25
- O=C(CCCOc1ccc(Cl)cc1Cl)N1CCc2ccccc2C1
 : -1	-1	-3	96	-5	99	8	98	-0.2	-4	13
- Cc1n[nH]c(C)c1CS(=O)(=O)c1ccccc1
 : -10	-4	-5	97	0	108	1	100	0.0	-3	10
- CC(C)Oc1ccc(NC(=O)CCC(=O)O)cc1
 : -13	-5	-2	101	-8	99	2	99	0.6	0	23
- CO/N=C/C(NC(=O)c1ccc(C(F)(F)F)cc1)C(=O)OC (stereo not drawn)
 : -4	1	-1	103	0	99	7	?	1.2	1	13
- COc1cc(NS(=O)(=O)c2ccc(NC(=S)NC(=O)c3ccco3)cc2)ncn1
 : -5	-3	-1	102	0	104	1	101	-0.1	1	24

# Structures listed so far that contain bromine (2):
# Every second line gives: Bim-Bfl-1	Bcl-2 Bim block	Bcl-XL Bim block	RGS4-Gao reg	Bim-Bcl-B	RGS8-Gao	ABCG2 block	RGS7-Gao reg	ABCB1 inh	Bim-Bcl-W	GSH fluor
- Cc1cc(/C=N/NC(=O)c2nn(C)cc2Cl)c(C)n1-c1cccc(Br)c1
 : 0	-3	-2	93	-6	96	1	97	-0.2	-1	19
- CC(C)(C)C(=O)NNc1nc(-c2ccccc2)c2cc(Br)ccc2n1
 : -11	-6	-4	100	-8	100	3	97	1.1	-3	19

# Next compounds follow:
# Every second line gives: Bim-Bfl-1	Bcl-2 Bim block	Bcl-XL Bim block	RGS4-Gao reg	Bim-Bcl-B	RGS8-Gao	ABCG2 block	RGS7-Gao reg	ABCB1 inh	Bim-Bcl-W	GSH fluor
- COc1ccccc1C(=O)COC(=O)c1ccc(N(C)C)cc1
 : -2	-3	-4	99	-6	101	13	?	1.4	0	16
- CCCCn1c(SCC(=O)N2CCCCC2C)nc2cc(S(N)(=O)=O)ccc21 (stereo not drawn)
 : -16	-9	-3	106	-5	101	2	106	0.1	2	15
- Cn1c(N)c(-c2nc3cccnc3n2C)sc1=S
 : -1	-1	2	100	0	101	9	?	0.6	0	13
- O=C(O)/C=C/C(=O)Nc1ccc(SC(F)(F)F)cc1
 : 0	-1	-3	96	-9	102	3	94	0.3	0	27
- CCCOc1ccc(N2C(=O)C3ON(c4ccccc4)C(c4ccc(O)c(OC)c4)C3C2=O)cc1 (stereo not drawn)
 : -1	-6	-1	102	-4	100	4	103	0.8	0	10
- C=CCNC(=O)CC(C)C(CCCCC)C(=O)O (stereo not drawn)
 : 6	2	6	97	8	90	2	102	1.0	6	60
- O=C(NC1CC1)C1=C[C@@H](C2CCCCC2)C[C@@H](OCCCCO)O1
 : -4	-5	0	102	-4	101	10	100	0.8	-3	19
- CC1=NN(c2ccccc2)C(=O)/C1=C/c1c(O)n(-c2ccc(F)cc2)[nH]c1=O
 : -4	-6	-15	108	0	117	6	111	-0.8	-6	20
- Nc1nnc(SCCCC(=O)c2ccc(F)cc2)s1
 : -18	-6	-9	103	-11	100	1	98	0.1	-6	18
- COc1ccc(C2(O)CC3CCC(C2)N3c2cc(C)nc(-c3ccccc3)n2)cc1 (stereo not drawn)
 : -2	-3	-9	95	-5	100	4	104	2.0	-2	23
- CCCCS(=O)(=O)Nc1ccc2c(c1)ncn2C1CCCCC1
 : -14	-8	-11	99	-7	102	40	101	1.2	-1	22
- Cc1ccc2nc(-c3cccc(NC(=O)c4ccco4)c3)[nH]c2c1
 : -4	-2	5	108	-4	105	0	110	1.4	-1	35
- CCn1cc(SCC(=O)N2CCOCC2)c2ccccc21
 : -9	-10	-3	101	-6	107	-5	100	-2.3	0	19
- COC(=O)C(NS(=O)(=O)c1ccc(C)cc1)c1ccccc1 (stereo not drawn)
 : 3	0	0	96	4	94	1	97	-0.1	1	10
- COc1ccc(NC2CC(=O)N(C(C)C)C2=O)cc1 (stereo not drawn)
 : 0	-3	-3	99	-5	99	10	96	1.1	-3	27

# An excerpt from above, reduced to ABCG2 block, Bim-Bcl-W and RGS7-Gao reg.
Compound | ABCG2 block | Bim-Bcl-W | RGS7-Gao reg
CCCCS(=O)(=O)Nc1ccc2c(c1)ncn2C1CCCCC1 | 40 | -1 | 101
Nc1nnc(SCCCC(=O)c2ccc(F)cc2)s1 | 1 | -6 | 98
CC1=NN(c2ccccc2)C(=O)/C1=C/c1c(O)n(-c2ccc(F)cc2)[nH]c1=O | 6 | -6 | 111
COc1ccc(C2(O)CC3CCC(C2)N3c2cc(C)nc(-c3ccccc3)n2)cc1 (stereo not drawn) | 4 | -2 | 104
CCCOc1ccc(N2C(=O)C3ON(c4ccccc4)C(c4ccc(O)c(OC)c4)C3C2=O)cc1 (stereo not drawn) | 4 | 0 | 103
Cc1ccc2nc(-c3cccc(NC(=O)c4ccco4)c3)[nH]c2c1 | 0 | -1 | 110
O=C(O)/C=C/C(=O)Nc1ccc(SC(F)(F)F)cc1 | 3 | 0 | 94

# The list goes on:
# Every second line gives: Bim-Bfl-1	Bcl-2 Bim block	Bcl-XL Bim block	RGS4-Gao reg	Bim-Bcl-B	RGS8-Gao	ABCG2 block	RGS7-Gao reg	ABCB1 inh	Bim-Bcl-W	GSH fluor
- CC(C(=O)Nc1sc2c(c1C#N)CCCCC2)N1C(=O)c2ccccc2C1=O (stereo not drawn)
 : -2	-2	-8	106	-5	104	9	104	1.3	-7	10
- O=C(CSCc1ccc(Cl)cc1)Nc1cccc(C(=O)Nc2ccccc2C(=O)O)c1
 : -18	-14	8	100	-12	105	-2	102	-0.6	0	28
- CCN(CC)C(=S)SCC(=O)c1ccccc1
 : 0	0	3	111	-4	107	0	105	0.3	-1	12
- O=C(c1noc2c1CCc1ccccc1-2)N1CCOCC1
 : -2	0	0	100	0	100	1	103	0.0	-2	32
- COCCNC(=O)CCc1nnc(Cc2ccc(-c3ccccc3)cc2)o1
 : -3	-3	-5	102	-4	103	-3	102	-0.8	-4	10
- Cc1occc1-c1nnc(SCCCC(=O)c2ccc(F)cc2)n1C
 : -9	-7	-15	96	-9	100	2	95	0.7	0	259*
- O=C(CCNC(=O)c1ccccc1Cl)Nc1ccc(S(=O)(=O)Nc2ncccn2)cc1
 : 0	0	0	103	0	103	-1	94	-0.3	1	11
- COc1ccccc1N1CCN(C(=O)C2CCN(S(=O)(=O)N3CCOCC3)CC2)CC1
 : -2	0	0	99	0	101	-2	100	-0.4	-1	16
- Fc1ccccc1CN1CCCN(C(=S)Nc2cccc(Cl)c2)C1
 : -4	-2	-6	105	-7	104	2	104	-0.1	-4	11
- COc1ccccc1N(CC(O)CN(c1ccccc1)S(C)(=O)=O)S(=O)(=O)c1ccccc1 (stereo not drawn)
 : -4	-3	1	99	0	100	1	99	0.9	0	28
- CCc1cc2c(=O)n3c(nc2s1)-c1[nH]c2ccc(OC)cc2c1CC3
 : -5	-2	-9	94	-5	99	2	97	-0.1	-6	7
- FC(F)Oc1ccc(NC(=S)N2CCN(Cc3ccccc3)CC2)cc1
 : 1	5	1	103	0	129	1	106	0.3	8	18
- COc1ccc(OC)c(NC(=O)c2nnn(CCc3ccccc3)c2N)c1
 : -8	-4	-4	101	-1	103	2	104	0.4	0	14
- CCC(C)n1c(SCC(=O)NCc2ccco2)nnc1-c1cccc(S(=O)(=O)N2CCOCC2)c1 (stereo not drawn)
 : -11	-5	-1	96	-8	99	0	99	0.2	0	55
- COc1ccc(C(=O)NC(=S)Nc2ccccc2N2CCCCC2)cc1[N+](=O)[O-]
 : -4	-6	-6	99	-4	99	7	97	.	-5	10

# Next results:
# Every second line gives: Bim-Bfl-1	Bcl-2 Bim block	Bcl-XL Bim block	RGS4-Gao reg	Bim-Bcl-B	RGS8-Gao	ABCG2 block	RGS7-Gao reg	ABCB1 inh	Bim-Bcl-W	GSH fluor
- Cn1c(SCC(=O)NC2CCCCC2)nnc1-c1cc2cc(Cl)ccc2o1
 : -3	0	0	112	2	106	6	105	0.8	1	31
- O=[N+]([O-])c1ccc(NCc2ccccc2)nc1
 : 0	-2	-3	102	0	102	14	96	0.9	-2	20
- C=C(C)C1CC=C(C)/C(=N/NC(=O)COc2ccc(Cl)cc2)C1 (stereo not drawn)
 : -1	1	-1	103	-4	99	11	100	4.1	-1	24
- COc1ccc(NC(=S)NCCc2ccccc2)c(OC)c1
 : -12	-9	0	103	-13	104	3	100	0.7	-1	35
- COC(=O)c1cc(C#N)c(OC(C)C)nc1C
 : -7	1	2	100	0	101	6	?	0.6	3	11
- CCOC(=O)C(Cc1ccccc1)NC(=O)CCc1c(C)nc2nc(C)nn2c1C (stereo not drawn)
 : -1	-3	1	95	-2	87	0	96	0.0	-1	18

# Given tab-delimited: two of the compounds above.
canonical_smiles	Bim-Bfl-1	Bcl-2 Bim block	Bcl-XL Bim block	RGS4-Gao reg	Bim-Bcl-B	RGS8-Gao	ABCG2 block	RGS7-Gao reg	ABCB1 inh	Bim-Bcl-W	GSH fluor
CCOC(=O)C(Cc1ccccc1)NC(=O)CCc1c(C)nc2nc(C)nn2c1C (stereo not drawn)	-1	-3	1	95	-2	87	0	96	0.0	-1	18
COC(=O)c1cc(C#N)c(OC(C)C)nc1C	-7	1	2	100	0	101	6	?	0.6	3	11
